Compound activity deposited in PubChem BioAssay by The Scripps Research Institute Molecular Screening Center.
PLCb3 inh – blocks human PLC-beta3 enzyme activity; Q01970; Purified PLC-beta3, fluorogenic substrate, fluorescence; inhibition, % at 12.2 µM; 370,000 compounds, 0.18% hits; AID 720704; in the data active = inhibition above about 11%;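 note: 0% = median of compound wells on plate and 100% = full blocker control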
PLCg1 inh – inhibitors of human phospholipase C gamma1. inhibition, % at 12.2 µM. AID 720700. 370,000 compounds, 0.84% hits. purified PLC-gamma1, fluorogenic substrate, fluorescence; in the data active = inhibition above about 9.5%
SIAE primary – blocks human sialic acid acetylesterase. AID 1053197. Q9HAT2. inhibition, % at 9.66 µM. SIAE FP-Rh probe binding, fluorescence polarization. 370,000 compounds, 0.69% hits;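 active = inhibition above a cutoff: mean of compounds within the control limits plus 3 SD of those, cut at about 17% in these data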;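 note: 0% = plate median of compound wells and 100% = probe without SIAE protein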
ADAM17 inh – inhibitors of human ADAM17 | P78536 | recombinant ADAM17, EDANS/DABCYL FRET peptide cleavage | inhibition, % at 6.95 µM | 370,000 compounds, 0.83% hits | AID 720648;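 active = inhibition above the mean of compounds lying between control limits plus 3 SD, set per campaign, cut at about 8.5% in these data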;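 note: 0% = DMSO-only wells as the low control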
ARFGAP1 inhibitor – inhibitors of rat ARFGAP1 | AID 651572 | Arfgap1-stimulated ARF1 GTP hydrolysis, GDP FP detection | Q62848 | 360,000 compounds, 0.26% hits | inhibition, % at 16.5 µM;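 active = inhibition above a per-plate limit, mean inhibition of low control wells plus 3 SD, cut at about 25% in these data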;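 note: 0% = DMSO wells with enzyme and 100% = wells lacking Arfgap1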
Target sequence (Q62848 1-136 limits assumed): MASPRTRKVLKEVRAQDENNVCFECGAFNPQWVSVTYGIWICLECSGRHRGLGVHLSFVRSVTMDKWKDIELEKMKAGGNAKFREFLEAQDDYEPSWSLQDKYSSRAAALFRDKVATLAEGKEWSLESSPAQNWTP
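material = rat Arfgap1 catalytic domain, aa 1-136 | also added = human ARF1(Δ1-17)-GTP substrate | compound dosing = one concentration, 16.5 µM, DMSO 1.26% | times = GTP hydrolysis reaction 2 h at 25 °C | measured by = FP, GDP Alexa 633 tracer displaced from anti-GDP antibody, 620/688 nm | evaluation = percent inhibition of Arfgap1-stimulated GTP hydrolysis | replication = single well per compound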
TDP2 absorb – blocks human TDP2 phosphodiesterase activity | O95551 | recombinant TDP2, T5PNP hydrolysis, p-nitrophenol absorbance 415 nm | inhibition, % at 12.8 µM | 370,000 compounds, 0.34% hits | AID 720702;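 active = inhibition above the mean of all tested compounds plus 3 SD, set per campaign, cut at about 25% in these data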;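 note: 0% = DMSO with enzyme and 100% = buffer with substrate but no TDP2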
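Incubation: 2 h at 37 °C; Test system: recombinant human TDP2; Quantity: enzyme 120 nM; Read-out basis: percent inhibition; Medium: 50 mM Tris-HCl pH 7.5 with Mg2+, KCl, DTT, BSA; Repeats: single replicate; Compound: 12.8 µM single point, 1% DMSO; Signal: epi absorbance; Reagent: 5 mM T5PNP chromogenic substrate; Benchmarks: no-enzyme high, DMSO-plus-enzyme low.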
DDE Tn6 FP inh – inhibitors of Tn6 peptide binding to human fibrin DD(E); 370,000 compounds, 0.21% hits; AID 720509; Fibrin DD(E) TRITC-Tn6 fluorescence polarization displacement; inhibition, % at 8.3 µM; P02675;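 active = inhibition above a per-campaign cutoff: mean of compounds within control limits plus 3 SD, cut at about 15% in these data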;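 note: 0% = median of all compound wells on the plate and 100% = blocking peptide control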
ASAP1 inh – blocks human ASAP1-stimulated Arf1 GTP hydrolysis; GDP FP detection; inhibition, % at 16.5 µM; Q9ULH1; 360,000 compounds, 0.19% hits; in the data active = inhibition above about 25%;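 note: 0% = vehicle with enzyme and substrate and 100% = no enzyme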
Target sequence (Q9ULH1 325-724 limits assumed): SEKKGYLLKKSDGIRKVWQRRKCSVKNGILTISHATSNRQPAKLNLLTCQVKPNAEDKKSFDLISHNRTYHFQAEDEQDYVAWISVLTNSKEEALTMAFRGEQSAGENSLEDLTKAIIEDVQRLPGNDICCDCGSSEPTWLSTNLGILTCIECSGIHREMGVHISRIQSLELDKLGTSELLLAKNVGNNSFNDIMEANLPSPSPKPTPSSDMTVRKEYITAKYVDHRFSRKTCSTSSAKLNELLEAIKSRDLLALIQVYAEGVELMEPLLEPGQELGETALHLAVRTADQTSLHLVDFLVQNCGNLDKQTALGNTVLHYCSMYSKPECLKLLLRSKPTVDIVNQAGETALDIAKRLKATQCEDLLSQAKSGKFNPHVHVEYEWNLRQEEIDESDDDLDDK
Tn7 DDE FP – DD(E)-Tn7 binding inhibition, primary FP screen. P02675. FP displacement of FITC-Tn7 peptide from fibrin DD(E); 0% = median of compound wells per plate. inhibition, % at 8.3 µM. 370,000 compounds, 0.13% hits. AID 720508;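 active = inhibition above the mean of compounds falling within the control limits plus 3 SD of them, cut at about 14% in these data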;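 note: 0% = plate median of compound wells and 100% = 10 µM Aha-Tn7 peptide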
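Also added: labelled Tn7 tracer, 0.1 µM; Assay system: human fibrin DD(E) protein; Amount: 2 µM fibrin DD(E); Schedule: 10 min compound pre-incubation, 3 h probe incubation at room temperature; Repeats: one replicate per compound; Read-out basis: percent inhibition; Measured by: fluorescence polarization of the labelled Tn7 tracer.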
ADAM10 inh – ADAM10 inhibition, QFRET primary screen; O14672; 370,000 compounds, 0.62% hits; recombinant ADAM10, EDANS/DABCYL FRET peptide cleavage, 3 h; AID 720582; inhibition, % at 7 µM;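 active = inhibition above a per-campaign cutoff equal to the mean of compounds falling between control-based bounds plus 3 SD, cut at about 20% in these data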;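 note: 0% = DMSO wells while the 100% control is not disclosed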
Target sequence (O14672 214-748 limits assumed): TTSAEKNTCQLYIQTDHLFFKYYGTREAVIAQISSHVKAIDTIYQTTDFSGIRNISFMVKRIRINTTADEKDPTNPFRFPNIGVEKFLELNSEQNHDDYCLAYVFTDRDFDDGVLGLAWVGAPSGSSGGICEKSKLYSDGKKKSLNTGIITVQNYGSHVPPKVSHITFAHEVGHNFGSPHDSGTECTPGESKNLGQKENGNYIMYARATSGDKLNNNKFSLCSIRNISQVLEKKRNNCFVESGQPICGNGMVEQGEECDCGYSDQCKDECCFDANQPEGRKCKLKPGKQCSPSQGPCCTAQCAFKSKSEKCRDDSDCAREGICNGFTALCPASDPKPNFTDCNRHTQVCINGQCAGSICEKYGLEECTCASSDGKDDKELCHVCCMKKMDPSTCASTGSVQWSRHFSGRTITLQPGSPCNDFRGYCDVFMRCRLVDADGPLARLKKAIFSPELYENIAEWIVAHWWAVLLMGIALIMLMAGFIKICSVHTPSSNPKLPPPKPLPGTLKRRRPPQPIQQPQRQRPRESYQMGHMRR
The depositor's hits bear a star; i = inactive. No enrichment for hits; overall some 3.6% were active at least once.

SMILES	PLCb3 inh	PLCg1 inh	SIAE primary	ADAM17 inh	ARFGAP1 inhibitor	TDP2 absorb	DDE Tn6 FP inh	ASAP1 inh	Tn7 DDE FP	ADAM10 inh
Cc1cc(S(=O)(=O)Nc2ccc(C(=O)NCC(c3ccco3)N(C)C)cc2)ccc1F (configuration not stated)	-2	-3	3	-3	5	-10	-1	-2	-8	-5
COc1ccc(NC(=O)c2cccc(N3C(=O)c4ccc(C(=O)Nc5ccc(OC)c(O)c5)cc4C3=O)c2)cc1O	-5	2	23*	1	15	-16	5	6	2	-13
Clc1ccc(Cl)c(-c2nc(-c3ccncc3)no2)c1	-1	5	0	1	10	7	-6	-6	-3	-1
Cc1c(NC(=S)NC(=O)c2ccco2)cccc1-c1nc2ncccc2o1	-4	5	12	-3	7	8	-1	4	-2	-6
Cc1occc(=O)c1OCc1c(F)cccc1Cl	4	0	1	1	2	-8	6	-2	1	-4
S=C(NCCCN1CCOCC1)N(Cc1ccccc1)Cc1ccccc1	-3	3	-12	-4	-7	8	4	10	3	-2
COc1cccc(C(=O)Nc2c3c(nc4c2CCC4)CCCC3)c1	-1	-1	5	1	-2	9	0	2	7	2
CNC(=S)N(CCc1c(C)[nH]c2ccc(Cl)cc12)Cc1cc(OC)c(OC)c(OC)c1	0	0	11	4	7	1	-6	5	1	11
O=C(C1=C[C@H](c2csc3ccccc23)C[C@H](OCc2ccc(CO)cc2)O1)N1CCN(Cc2ccccc2)CC1	-18	-5	-2	6	-4	-14	-4	-3	-1	6
Cc1cc(F)cc(-c2cc(C(=O)NCc3ccccn3)[nH]n2)c1	3	5	-3	1	7	-9	1	-6	-8	1
COc1ccc(OC)c(NC(=O)c2cc(S(=O)(=O)NCc3ccco3)ccc2F)c1	-15	-6	0	-1	-1	-8	-7	3	2	-2
CCOc1ccc(-c2cc(NC(=O)c3c(F)cccc3F)c(C(=O)O)s2)cc1	-28	-16	-38	1	-3	-12	-5	-1	-9	4
CN[C@H]1C[C@H]2c3cc(N4CCN(C)CC4)ccc3CCN2C(=O)[C@H]1[C@H](C)O	-58	-40	1	-7	-3	2	13	2	11	-19
Cc1cc(NC(=O)COc2ccccc2C(N)=O)no1	4	9.5*	8	-3	-6	-6	3	-5	2	0
O=C(N/N=C/c1c[nH]c2ccccc12)c1cc(-c2ccc(-c3ccccc3)cc2)n[nH]1	-17	-11	-36	-2	3	17	-10	15	1	-2
COc1ccc(-c2nnc(NC(=O)C(C)C)o2)cc1	-2	4	-8	-4	2	3	6	-6	3	-25
Nc1c(C(=O)O)sc2nc(-c3ccc(F)cc3)cc(-c3ccccc3)c12	-114	-78	-13	-16	8	7	-1	-11	-1	-28
O=C(Cc1ccc([N+](=O)[O-])cc1)NCC1CCCO1 (configuration not stated)	-5	1	3	-5	-2	1	4	7	1	-6
COc1cccc(OC)c1C(=O)Nc1cccc(-c2nc3ccccc3[nH]2)c1	-7	8	-35	8.7*	-1	-23	-2	3	7	5
O=C1C2C3C=CC(CC3)C2C(=O)N1c1ccc(F)cc1 (configuration not stated)	-3	-1	9	0	2	8	1	-4	-10	-1
Cc1ccc(C(=O)COC(=O)c2ccc3c(c2)C(=O)N(c2cccc4ncccc24)C3=O)cc1C	2	1	4	-5	10	4	3	3	0	1
COc1ccc(C(=O)NCCc2c[nH]c3ccccc23)cc1S(=O)(=O)N1CCCCC1C (configuration not stated)	-10	4	3	-1	-12	5	3	3	6	0
C[C@H](NS(=O)(=O)c1ccc2c(c1)OCCCO2)C(=O)N1CCN(Cc2ccc(C#N)cc2)CC1	-4	3	4	1	-16	-6	2	4	-7	-2
O=C(O)c1cc([N+](=O)[O-])c(Sc2nc3ccccc3[nH]2)c([N+](=O)[O-])c1	1	5	2	1	13	9	-1	-1	-6	4
Cc1ccn2c(NCc3ccccc3)c(-c3cccs3)nc2c1	i	i	5	-162	6	-16	3	7	4	-467
Cc1ccc(C(=O)Nc2ccccc2C(=O)O)cc1S(=O)(=O)Nc1ccc(Br)cc1	-18	-1	-41	2	1	23	-6	-10	8	10
c1ccc(OCc2nc3ccccc3[nH]2)cc1	7	3	-2	-2	0	1	2	5	1	-2
CCOc1ccccc1-c1cc(C(=O)N/N=C/c2ccc3c(c2)OCO3)c2ccccc2n1	-3	-7	-31	-3	-6	4	-4	-4	0	-3
CCOc1ccc(NC(=O)/C(=C\c2ccc(OC(C)=O)c(OC)c2)NC(C)=O)cc1	-1	-1	2	1	-8	4	9	-7	4	3
CN1CCN(C(=O)CN(Cc2ccccc2)S(C)(=O)=O)CC1	0	0	1	-1	-14	-3	3	-2	-2	-3
C=CCNCC(=O)N1N=C(c2ccc3ccccc3c2)CC1c1ccc(OC)cc1 (configuration not stated)	-19	-8	-4	-5	9	-5	-3	6	-10	-20
CC1CCC(C(C)C)C(OC(=O)COC(=O)c2ccc(N)cc2)C1 (configuration not stated)	3	2	-5	8	6	3	4	6	1	15
Cc1c(Cl)cccc1NC(=O)NCc1ccncc1	3	3	2	1	10	-8	8	-16	-13	-2
Cc1nnc(N2CCCC(C(=O)NCc3ccc(OC(C)C)cc3)C2)c2nn(-c3ccccc3)c(C)c12 (configuration not stated)	-188	-127	-28	-77	6	-8	-1	-5	-11	-238
O=C(Cc1cccc(NC(=O)C2CCN(C(=O)C3CCCCC3)CC2)c1)Nc1cccc(C(=O)N2CCOCC2)c1	5	1	-1	-4	0	3	12	-10	1	-21
O=C(N/N=C/c1ccc([N+](=O)[O-])cc1)c1ccc(COc2ccccc2-c2ccccc2)cc1	1	3	-2	0	1	2	-2	31*	-3	14
O=C(O)CSc1nc2sc3c(c2c(=O)n1Cc1ccccc1)CCCCC3	-15	-2	-4	-2	-10	-14	0	2	4	-9
COc1ccccc1C(=O)NNC(=O)c1sccc1-n1cccc1	-4	1	-1	-3	11	11	13	-5	4	-5
O=C1CSC(c2c(F)cccc2Cl)N1c1cccc(F)c1 (configuration not stated)	-2	0	-7	-1	5	-5	-3	1	2	-11
O=[N+]([O-])c1ccc(/C=C/c2nc3ccc([N+](=O)[O-])cc3[nH]2)cc1	0	0	-3	-1	0	-5	5	-4	-6	-3
COCC(=O)N1CCN(c2ccc([N+](=O)[O-])cc2)CC1	3	3	6	0	-10	-7	-2	-4	0	6
COC(=O)CN(c1cc(OC)ccc1OC)S(=O)(=O)c1ccc(OC)c(OC)c1	2	-2	0	-7	4	9	4	0	5	-1
CCOc1cc(CNCCO)cc(Br)c1OCc1ccccc1	-1	2	-5	-4	-9	4	1	1	1	0
CCOC(=O)c1c(C)nc2sc3c(=O)n(-c4ccc(OC)cc4)nnc3c2c1-c1ccc(OC)cc1	-9	-9	-11	-5	4	2	-4	-8	-4	-2
COc1ccc(CCNC(=O)COC(=O)C2CC2)cc1	-8	1	1	-5	4	13	-10	3	2	-3
Cc1ccc(-n2nc3c(c2NC(=O)c2ccc(OC(C)C)cc2)CS(=O)C3)cc1 (configuration not stated)	-3	-4	0	-3	-9	8	5	-4	2	0
CCOc1cc(C2Nc3ccccc3C(=O)N2c2ccccc2)c(Br)cc1OCC(=O)O (configuration not stated)	-345	-284	-4	-204	0	-9	3	14	-8	i
O=C(O)COc1ccc(/C=N/n2c(COc3ccccc3)nc3ccccc3c2=O)cc1	-3	-4	-3	-4	-10	5	2	3	2	0
Cc1cc(N)n(-c2nc3ccccc3s2)n1	-1	1	4	0	-6	8	6	5	3	1
Cc1ccc2c(c1)/C(=C/c1ccccc1C)C(=O)N2	-2	2	1	2	7	-9	0	12	-1	0
COc1ccc(C2(C)C(C#N)C(=O)NC(=O)C2C#N)cc1 (configuration not stated)	5	0	2	-2	-2	-12	-9	-5	-13	3
C[C@H](O)C#Cc1cnc2c(c1)C(=O)N([C@H](C)CO)C[C@@H](C)[C@H](CN(C)C(=O)Nc1ccc(C(F)(F)F)cc1)O2	1	4	-7	-1	-1	-2	3	-1	8	-4
O=S(=O)([N-]c1nc2ccccc2nc1-n1cc[n+](Cc2ccccc2)c1)c1ccc(Br)cc1	-23	-17	4	-12	-7	-12	9	-9	-1	-25
COc1ccc(NC(=O)CC23CC4CC(C2)CC(n2nnc(C)n2)(C4)C3)cc1	5	4	4	-2	-8	-1	3	-6	-1	-3
c1ccc(-c2ccncc2)nc1	0	-1	13	-4	8	8	-2	-4	-5	-1
COc1ccc(CCN2C(=O)COc3ccccc3C2C(=O)NC(C)(C)C)cc1OC (configuration not stated)	-3	3	1	-2	-4	-5	-1	10	6	-14
COc1ccc(-c2nnc(SCC(=O)NC(C)C)n2CC2CCCO2)cc1OC (configuration not stated)	1	7	2	0	15	5	6	4	-1	4
Cc1nn(CCCC(=O)NCCc2ccccc2)c(=O)c2nccn12	2	1	0	3	-2	-1	-3	1	-1	-15
O=C1c2ccccc2[C@@H]2C[C@@H](O)[C@H](Nc3ccccc3Cl)CCN12	1	2	-3	-6	1	7	0	6	4	-15
CC(CO)N1CCS(=O)(=O)CC1 (configuration not stated)	0	-2	6	-6	3	12	1	5	3	-8
O=C1CC(Sc2cccs2)C(=O)N1c1ccccc1 (configuration not stated)	-7	2	6	-2	5	-1	4	1	0	4
Cc1nc(C(=O)N2CCCC(C(=O)c3cccc(OC(C)C)c3)C2)cs1 (configuration not stated)	-6	1	-1	-7	10	5	-1	-1	-2	-6
CC(=O)Nc1cc(C)nn1-c1nc(C)cc(C)n1	-7	3	10	-2	-10	6	-1	-9	0	2

Reformatted with each value named: entries from further up.
> Cc1nn(CCCC(=O)NCCc2ccccc2)c(=O)c2nccn12
  PLCb3 inh: 2; PLCg1 inh: 1; SIAE primary: 0; ADAM17 inh: 3; ARFGAP1 inhibitor: -2; TDP2 absorb: -1; DDE Tn6 FP inh: -3; ASAP1 inh: 1; Tn7 DDE FP: -1; ADAM10 inh: -15

> O=C1c2ccccc2[C@@H]2C[C@@H](O)[C@H](Nc3ccccc3Cl)CCN12
  PLCb3 inh: 1; PLCg1 inh: 2; SIAE primary: -3; ADAM17 inh: -6; ARFGAP1 inhibitor: 1; TDP2 absorb: 7; DDE Tn6 FP inh: 0; ASAP1 inh: 6; Tn7 DDE FP: 4; ADAM10 inh: -15

> CC(CO)N1CCS(=O)(=O)CC1 (configuration not stated)
  PLCb3 inh: 0; PLCg1 inh: -2; SIAE primary: 6; ADAM17 inh: -6; ARFGAP1 inhibitor: 3; TDP2 absorb: 12; DDE Tn6 FP inh: 1; ASAP1 inh: 5; Tn7 DDE FP: 3; ADAM10 inh: -8
